BAZ2B block – inhibitors of human BAZ2B bromodomain | AlphaScreen BAZ2B-H3K14Ac peptide displacement | Potency, µM (top dose mostly 114 µM), for the others: at the top dose activity change, negative = inhibition, most hits filed as inhibitors | AID 504333 | actives 4.4% (n = 360,000) | Q9UIF8; further: potency means the concentration at half of the fitted maximal effect; on the % scale 0 is the no-effect control and ±100 the full control effect; nearly all actives have a fitted effect of over 60% in size
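AlphaScreen displacement of biotin-H3(5-23)K14Ac peptide (50 nM final) from BAZ2B (50 nM final) in PBS pH 7.4, 0.01% Tween-20; complex preformed 30 min RT, then compounds (top 110 uM) 30 min RT, beads 20 min dark.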
GLS inhibitor – blocks human kidney-isoform glutaminase activity; actives 0.21% (n = 410,000); AID 624170; Potency, µM (top dose mostly 45.5 µM), inactives show at the highest dose activity change, negative = inhibition, hits mostly inhibitors; GLS enzymatic activity, qHTS titration; further: potency means the concentration at half of the fitted maximal effect; on the % scale 0 is the no-effect control and ±100 the full control effect
Target sequence (O94925 whole entry, looked up, canonical isoform): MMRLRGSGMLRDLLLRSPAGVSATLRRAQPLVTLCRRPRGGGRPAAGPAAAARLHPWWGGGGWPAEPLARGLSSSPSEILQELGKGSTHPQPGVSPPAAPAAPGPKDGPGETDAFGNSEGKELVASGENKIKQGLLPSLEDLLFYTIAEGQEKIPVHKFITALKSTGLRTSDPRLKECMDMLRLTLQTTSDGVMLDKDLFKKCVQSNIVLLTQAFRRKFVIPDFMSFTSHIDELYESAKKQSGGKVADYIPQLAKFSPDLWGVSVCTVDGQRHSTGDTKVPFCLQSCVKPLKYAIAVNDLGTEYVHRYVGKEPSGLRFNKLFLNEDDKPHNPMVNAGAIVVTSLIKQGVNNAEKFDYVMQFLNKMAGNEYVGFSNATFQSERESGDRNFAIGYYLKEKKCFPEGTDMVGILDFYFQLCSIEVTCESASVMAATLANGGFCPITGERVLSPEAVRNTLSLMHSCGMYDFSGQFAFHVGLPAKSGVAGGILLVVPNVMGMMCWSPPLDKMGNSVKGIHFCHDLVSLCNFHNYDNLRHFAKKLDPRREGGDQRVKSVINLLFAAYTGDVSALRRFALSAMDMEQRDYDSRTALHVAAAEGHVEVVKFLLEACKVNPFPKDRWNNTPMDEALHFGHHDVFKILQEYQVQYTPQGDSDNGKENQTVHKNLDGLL
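Glutamate formation by hKGA was monitored fluorometrically using coupled glutamate oxidase, HRP and Amplex Red. Substrate was added as 1 mM L-glutamine solution; incubation was 30 min at RT after an initial read.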
PI4K2A block – inhibitors of human PI4K2A. AID 1346378. activity change, negative = inhibition, % at 76.9 µM. purified PI4K2A, ADP-Glo luminescence, 1 h; stronger effect = lower value. actives 0.13% (n = 420,000); in the data active means activity change below about -50%; inconclusive means mostly about -30% to -49%;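 further: -100% = wells without enzyme as full effect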
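ADP-Glo luminescence measured ADP generated by PI4K2A enzyme (4 ug/mL before mixing) with 1.2 mM PI substrate (pre-mix) and 300 microM ATP (pre-mix). Tris pH7.5 buffer with MgCl2, Triton X-100; 1 h reaction at ambient temperature.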
Pin1 inh – inhibitors of human Pin1. Q13526. Pin1 FP peptide displacement, HiFluor488, 10 min. Potency, µM (titrated, usually from 115 µM), for inactives: top-dose activity, negative = inhibition, hits mostly inhibitors. actives 0.009% (n = 390,000); active means well fitted inhibition curve with a large enough effect in the polarisation, with a control signal flat, not every such curve was filed as active; inconclusive means small, poorly fitted or top-dose-only effect, or effect the other way, or a change in a side signal; inactive means no such curve, though single readings can be large or run the other way; the % refers to the polarisation; further: potency means the concentration at half of the fitted maximal effect; on the % scale 0 is the no-effect control and ±100 the full control effect
Target sequence (Q13526 whole entry, looked up): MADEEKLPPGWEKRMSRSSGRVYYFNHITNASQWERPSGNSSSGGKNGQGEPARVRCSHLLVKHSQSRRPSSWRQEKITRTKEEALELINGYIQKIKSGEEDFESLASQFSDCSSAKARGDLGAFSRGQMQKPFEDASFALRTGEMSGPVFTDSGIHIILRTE
JMJD2A Tudor – inhibitors of human JMJD2A Tudor domain; AlphaScreen JMJD2A-Tudor / H3K4me3 peptide binding; Potency, µM (top dose mostly 114 µM), for the others: top-dose activity change, negative = inhibition, most hits filed as inhibitors; actives 4.4% (n = 390,000); O75164; further: potency means the concentration at half of the fitted maximal effect; on the % scale 0 is the no-effect control and ±100 the full control effect; nearly all actives have a fitted effect of over 50% in size
HP1b binding inh – HP1-beta chromodomain-methylated histone interaction inhibition; AlphaScreen HP1-beta / biotin-H3K9me3 peptide binding; Potency, µM (doses to about 114 µM), without a hit: at the top dose activity change, negative = inhibition, hits mostly inhibitors; actives 0.56% (n = 390,000); further: potency means the concentration at half of the fitted maximal effect; nearly all actives have a fitted effect of over 70% in size; inactives centre near 23
Target sequence (P83916 whole entry, looked up): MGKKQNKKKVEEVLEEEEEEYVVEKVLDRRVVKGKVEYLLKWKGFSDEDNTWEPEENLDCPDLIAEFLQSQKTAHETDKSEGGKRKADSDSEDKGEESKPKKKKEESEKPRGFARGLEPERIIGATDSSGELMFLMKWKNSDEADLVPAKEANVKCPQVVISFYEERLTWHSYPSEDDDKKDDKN
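Compound inhibition of the preformed complex between 50 nM HP1-beta and 50 nM biotinylated H3K9me3 peptide was read by AlphaScreen. Buffer was PBS pH 7.4 with 0.01% Tween-20. Incubations ran 30 min at room temperature, with 10 ug/mL donor/acceptor beads.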
G9a block – G9a (human) methyltransferase inhibition; Q96KQ7; AID 504332; G9a H3K9 monomethylation, AlphaScreen, 2 h; actives 8.8% (n = 350,000); Potency, µM (titrated, usually from 102 µM), without a hit: top-dose activity, negative = inhibition, usual class: inhibitors; further: potency means the concentration at half of the fitted maximal effect; on the % scale 0 is the no-effect control and ±100 the full control effect; nearly all actives have a fitted effect of over 75% in size
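Methyltransferase reactions run at room temperature for 2 h (20 nM enzyme, 500 nM biotin-H3K9 peptide, 20 uM SAM) after a 15 min compound preincubation; product detected by AlphaScreen beads and anti-H3K9me1 antibody.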
Pol eta inh – blocks human DNA polymerase eta activity | recombinant Pol eta, fluorescent DNA replication assay | Potency, µM (doses to about 114 µM), for inactives: at the top dose activity change, negative = inhibition, hits mostly inhibitors | AID 588591 | Q9Y253 | actives 1.2% (n = 390,000); further: potency means the concentration at half of the fitted maximal effect; on the % scale 0 is the no-effect control and ±100 the full control effect
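Pol eta (10 nM) was preincubated with compounds for 15 min at room temperature, after which fluorescent replication substrate (50 nM final) was added to start the reaction. Fluorescence was read kinetically at 0 and 10 min.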
Tb PGK inh – blocks T. brucei phosphoglycerate kinase | PGK/GAPDH coupled, Kinase-Glo luminescence, 60 min | Potency, µM (highest dose often 57.5 µM), for the others: at the highest dose activity change, negative = inhibition, usual class: inhibitors | actives 0.043% (n = 380,000) | P07378; further: potency means the concentration at half of the fitted maximal effect; on the % scale 0 is the no-effect control and ±100 the full control effect; nearly all actives have a fitted effect of over 60% in size
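Recombinant glycosomal PGK reaction used 1,3-bisphosphoglycerate generated in-well by GAPDH (100nM final) in 100mM TEA pH 7.6, 5mM MgCl2, 0.01% Tween-20. After 60 minutes at room temperature, ATP was read by Kinase-Glo Plus luminescence end-point.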
* = called active by the depositor; i = inactive; ? = inconclusive; · = no result given; & = joins results of further samples; [ ] = remark or other dose. Unless noted, the call rests on the fitted dose curve; in most records, active means well fitted curve in the direction sought with a large enough effect; inconclusive means small, poorly fitted or top-dose-only effect, or another doubt; inactive means no such curve, though single readings can be large; an effect the other way counts as inactive or inconclusive. This is a subset (hit frequency here may not be typical).

SMILES	BAZ2B block	GLS inhibitor	PI4K2A block	Pin1 inh	JMJD2A Tudor	HP1b binding inh	G9a block	Pol eta inh	Tb PGK inh
CC(=O)Nc1ccc(SCC(=O)Nc2ccccc2N2CCOCC2)cc1	·	-17%	-4	-5%	-5%	32%	·	-19%	i
COc1ccc2nc(SCC(=O)N3CC(=O)Nc4ccccc43)c(C#N)cc2c1	-3%	-4%	2	?	-23%	17%	-24%	?	-6%
Nc1ccc(N=Nc2ccc(O)cc2)c(N)n1	·	21%	6	36%[activator]	?	?	·	-22%	i
Cc1cnc(NC(=O)c2c(-c3ccccc3)noc2C)s1	-23%	4%	2	1%	-17%	29%	9%[12.7 µM]	-1%	3%
Cc1ccc(S(=O)(=O)N2CCCC(N3CCOCC3)C2)cc1Cl (centres undefined)	2%	-3%	0	-2%	-9%	27%	·	-5%	0%
CC(C)(C)CNc1cc(N2CCOCC2)ccc1[N+](=O)[O-]	?	3%	0	0%	?	-17%	32µM*	-20%	-3%
Cc1ccc(-c2noc(CNC(=O)c3ccc(Br)o3)n2)cc1	-26%	4%	-2	-8%	-20%	40%[activator]	-5%[59 µM]	-20%	-1%
O=C(Cn1cc(C(=O)c2ccco2)c2ccccc21)Nc1ccccc1Cl	-2%	-4%	2	1%	-22%	10%	-26%[59 µM]	3%	-9%
Cc1cc(C)c(Cn2c3ccccc3c3cnn(CC(=O)NCC(C)c4ccccc4)c(=O)c32)c(C)c1 (centres undefined)	1%	6%	-4	16%	-7%	27%	-2%[59 µM]	2%	12%
N#Cc1nc(-c2ccccc2Cl)oc1NCc1ccco1	50µM*	-2%	-7	17%	?	-30%	?	-14%	·
CCn1c(O)c(/C=C2\C=Nc3ccccc32)sc1=Nc1ccccc1	-31%[57.1 µM]	3%	10	-3%	-24%	1%	34%	1%	·
NNc1nc(-c2ccccc2)cc(-c2ccc(Br)cc2)n1	-27%	3%	3	?	-26%	25%	-7%	-6%	7%
Cc1ccc(/C=N/NC(=O)Cn2nnc(N)n2)o1	-3%	-4%	3	-8%	-8%	28%	45µM*	-11%	-1%
CCOc1ccc2[nH]c(=O)c(CN(Cc3nnnn3CCc3ccccc3)CC3CCCO3)cc2c1 (centres undefined)	-3%	1%	-12	-1%	-18%	16%	-24%[59 µM]	-15%	i
CCN(CCCNC(=O)Cn1ncc2c([nH]c3ccc(C)cc32)c1=O)c1cccc(C)c1	-1%	14%&-3%	4&6	-5%&8%	-14%&1%	32%&33%	5%&-27%[59 µM]	2%&-21%	2%&-11%
COc1cc(NS(=O)(=O)c2ccc(NC(C)=O)cc2)ncn1	-2%	-5%	-3	2%	-26%	5%	?	-9%	-2%
CC(/C=N/NC(=O)c1cccnc1)=C\c1ccccc1	·	17%	2	1%	-2%	31%	4%	-17%	2%
O=C(C1CCCCN1S(=O)(=O)c1ccccc1)N1CCN(Cc2ccccc2)CC1 (centres undefined)	-1%	3%	0	-6%	-25%	-7%	?	-1%	0%
Cc1cccc(-c2cc(C(=O)Nc3cccnc3)c3ccccc3n2)c1	?	-5%	1	8%	-29%	15%	1%	-18%	i
CCOc1ccccc1NC(=O)CN(c1ccc(OC)c(OC)c1)S(=O)(=O)c1ccc(C)cc1	·	0%	-1	·	·	·	·	-23%	-4%
COc1ccc(-c2ccc(SCc3cccnc3)nn2)cc1OC	-18%	-5%	7	-1%	-8%	42%[activator]	4%	-17%	-4%
CCCN1CCN(CCNC(=O)Nc2cc(Cl)c(OC)cc2OC)CC1	-11%	0%	-1	-1%	-17%	18%	-38%[59 µM]	-7%	5%
CCCOP(=O)(c1ccc(N(C)C)cc1)C(O)c1cc(OC)ccc1OC (centres undefined)	1%	5%	-3	-2%	-4%	56%[activator]	13%	-13%	·
Cc1ccc(NC(=O)CCNC(=O)Cn2cnc3ccccc3c2=O)cc1F	-19%	-7%	2	-8%	-12%	19%	2%	-16%	8%
O=C(O)c1cc(-c2ccccc2)n(-c2ccc(Cl)cc2)n1	-32%	14%	-5	-11%	-2%[11.4 µM]	17%	?	-14%	10%
CC(OC(=O)C1=COCCO1)C(=O)c1ccc(Br)cc1 (centres undefined)	·	-1%	3	-2%	-6%	17%[57 µM]	·	2%	-2%
O=C(c1cn[nH]c1)N1CCc2c([nH]c3ccccc23)C1c1c(F)cccc1Cl (centres undefined)	-34%	0%	0	4%	?	34%	-44%	-18%	-5%
CNC(=O)COc1ccc(S(=O)(=O)Nc2ccc(C)cc2)cc1	-3%	-4%	3	2%	-7%	34%	1%	3%	-6%
COCCNC(=O)COc1ccc(Nc2ccccc2)cc1	?	-4%	2	-8%	-21%	0%	50µM*	6%	-5%
O=C(NC1C/C(=N/O)c2cc3c(cc21)OCO3)C(F)(F)F (centres undefined)	-16%	18%	-7	3%	-2%	25%	11%	2%	-5%
O=C(/C=C/c1ccc(Cl)cc1)NCc1ccco1	-8%	-5%	-7	-1%	-29%	11%	16%[59 µM]	-16%	-5%
CCOc1ccc(C(=O)Nc2ccc(S(=O)(=O)N3CCOCC3)cc2)cc1OCC	-2%	6%	3	2%	-20%	15%	-44%	1%	-2%
CCCCCC(=O)Nc1ccc(Cc2ccncc2)cc1	-1%	18%	-7	0%	-6%	31%	-10%[59 µM]	-7%	-1%
Cc1ccc(Oc2cc(C)nc(-c3ccccc3O)n2)cc1	96%[activator]	-3%	15	19%	137%[activator]	140%[activator]	192%[activator]	-12%	-1%
O=C(N/N=C/c1ccccc1[N+](=O)[O-])c1cnccn1	-4%	-6%	0	9%	-16%	17%	·	-8%	-1%
CCOC(=O)CSc1c(-c2ccccc2)c2cc(Cl)ccc2[nH]c1=O	0%	3%	4	-13%	-11%	32%	23%[59 µM]	-7%	-3%
CCOC(=O)c1c(-c2ccccc2)oc2ccc(O)cc12	71µM*	18%	2	9%	-6%	37%	-22%[0.501 µM]	-21%	-9%
COc1ccc(NC(=O)CN(C)S(=O)(=O)c2ccc3c(c2)n(C)c(=O)c(=O)n3C)cc1	-17%	-19%	3	-7%	-8%	31%	13%	2%	-3%
COc1ccc(C(CNC(=O)COc2ccc(F)cc2Cl)N2CCCCC2)cc1 (centres undefined)	-25%	-7%	2	-1%	-9%	20%	20%[12.7 µM]	-25%	-8%
O=C(Nc1ccc(NC(=O)c2ccc(Br)cc2)c(Cl)c1)c1ccc(Br)cc1	-4%	4%	3	2%	-20%	22%	-7%[59 µM]	-7%	i
COc1ccc(CCNC(=O)C2CCCN(S(=O)(=O)c3ccccc3)C2)cc1 (centres undefined)	-3%	-2%	-2	-2%	-13%	39%	14%	-13%	4%
CCNc1nc(Nc2ccc(C)c(Cl)c2)c2cnn(C)c2n1	-2%	-3%	1	?	-9%	26%	20%	-8%	1%
COc1ccc(C)cc1NC(=O)CSc1nnc(COc2ccccc2)n1Cc1ccco1	-10%	-1%	-1	20%	?	27%	4%[2.33 µM]	-15%	i
CCc1ccc(NC(=O)CN2C(=O)C(c3ccc(C)cc3)=NC23CCCCC3)cc1	-3%	-8%	3	12%	-17%	18%	-5%[59 µM]	·	·
CN1C(=O)NC2C1N(S(C)(=O)=O)CCN2S(C)(=O)=O (centres undefined)	8%	-2%	3	0%	-7%	16%	19%[59 µM]	-5%	·

Whole records, looked up by structure. Screens in order: BAZ2B block, GLS inhibitor, PI4K2A block, Pin1 inh, JMJD2A Tudor, HP1b binding inh, G9a block, Pol eta inh, Tb PGK inh
Shown for COc1ccc(NC(=O)CN(C)S(=O)(=O)c2ccc3c(c2)n(C)c(=O)c(=O)n3C)cc1 = -17%, -19%, 3, -7%, -8%, 31%, 13%, 2%, -3%
Shown for COc1ccc(CCNC(=O)C2CCCN(S(=O)(=O)c3ccccc3)C2)cc1 (centres undefined) = -3%, -2%, -2, -2%, -13%, 39%, 14%, -13%, 4%
Shown for CCCCCC(=O)Nc1ccc(Cc2ccncc2)cc1 = -1%, 18%, -7, 0%, -6%, 31%, -10%[59 µM], -7%, -1%

(cont.)
SMILES	BAZ2B block	GLS inhibitor	PI4K2A block	Pin1 inh	JMJD2A Tudor	HP1b binding inh	G9a block	Pol eta inh	Tb PGK inh
COc1ccc(-n2ccnc(SCC(=O)NCc3ccc(C)cc3)c2=O)cc1Cl	-1%	4%	-7	30%[activator]	-24%	16%	?	-10%	-5%
CN(C(=O)CCn1c(=S)oc2ccccc21)c1ccc(F)cc1	-13%	3%	-3	5%	-6%	49%[activator]	?	-11%	0%
Cc1cc(Cl)ccc1C(=O)C1CCCN(C(=O)c2snnc2C)C1 (centres undefined)	28%	-1%	-4	-5%	-5%	64%[activator]	-7%	-13%	i
CCOC(=O)c1c(C)c(C(=O)N2CCCCCC2)c(C)n1CC	3%	-1%	2	-2%	-21%	19%	14%[12.7 µM]	1%	-3%
Cc1c([N+](=O)[O-])c(C(=O)Nc2ccc3c(c2)OCCO3)nn1C	35%[activator]	-1%	?	-4%	7%	47%[activator]	-43%[2.33 µM]	-4%	-20%
COc1ccc(O)c(-c2[nH]ncc2C(=O)c2ccccc2C)c1	·	32%	3	?	-24%	14%	-8%[59 µM]	-9%	5%
CC(C)CCN(C(=O)c1ccc(Br)cc1)c1c(N)n(Cc2ccccc2)c(=O)[nH]c1=O	-3%	-1%	-1	-7%	-16%	25%	11%[12.7 µM]	-16%	-1%
Cc1ccc(S(=O)(=O)NC(CC(C)C)C(=O)NCC(c2ccco2)N2CCCCC2)cc1 (centres undefined)	-9%	4%	-1	6%	-7%	17%	-2%[12.7 µM]	-14%	-5%
CN(C)C(=O)COc1ncnc2sc(-c3ccccc3)cc12	3%	10%	0	14%	-19%	36%	3%	3%	·
CCc1ccc(C(=O)OCC(=O)NC2CCCC2)cc1	23%	2%	-4	-13%	0%	30%	60%[activator][2.33 µM]	-3%	9%

From PubChem
